# HSF-1 act: HSF-1 activators, primary screen, NIH3T3-HGL cells, MG132 stress, luminescence, single point; activation, % at 9 µM; NIH3T3-HGL HSF-1 luciferase reporter, 8 h; 100% = twice DMSO control signal; hit rate 1.7% among 300,000;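 active = mean replicate activation of at least 50% with a set share of replicates each reaching 50%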;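 note: 0% = median of the neutral control wells and 100% = twice that signal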
# HSF1 inhib: HSF1 inhibitors in luciferase reporter cells, primary screen, cell-based, NIH3T3, luminescence; AID 2098, 2009; hit rate 0.77% among 300,000; NIH3T3-HGL HSE-luciferase, MG132-induced, luminescence 8 h; hits give low values; activity change, negative = inhibition, % at 7.5 µM (by protocol);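 active = more than half of replicate wells show activity change below -50%, luminescence cut by over half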;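 note: luciferase reports HSF-1 transcriptional activity via heat shock element; 0% = median of DMSO wells and -100% = zero luminescence signal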
# HSP90 inh: HSP90 inhibitors, primary screen, cell lysate, luminescence; Rabbit reticulocyte lysate, luciferase refolding luminescence, 3 h; inhibition, % at 5.6 µM; hit rate 0.91% among 290,000;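 active = inhibition above the screen-wide mean plus 3 SD, computed separately per campaign, cut at about 16% in these data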;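 note: 0% = DMSO wells and 100% = 60 µM geldanamycin wells; inhibitors lower the luminescence because luciferase stays unfolded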
# HDAC3 inh: HDAC3 deacetylase inhibitors, primary screen, biochemical, fluorescence, cell-free homogeneous; Histone deacetylase 3 (Homo sapiens), O15379; recombinant HDAC3, fluorogenic peptide/trypsin coupled; inhibition, % at 8.3 µM; hit rate 0.15% among 320,000; AID 2718, 2010; in the data active = inhibition above about 26%, passing the limit was not always enough
# Target sequence (O15379 whole entry, looked up): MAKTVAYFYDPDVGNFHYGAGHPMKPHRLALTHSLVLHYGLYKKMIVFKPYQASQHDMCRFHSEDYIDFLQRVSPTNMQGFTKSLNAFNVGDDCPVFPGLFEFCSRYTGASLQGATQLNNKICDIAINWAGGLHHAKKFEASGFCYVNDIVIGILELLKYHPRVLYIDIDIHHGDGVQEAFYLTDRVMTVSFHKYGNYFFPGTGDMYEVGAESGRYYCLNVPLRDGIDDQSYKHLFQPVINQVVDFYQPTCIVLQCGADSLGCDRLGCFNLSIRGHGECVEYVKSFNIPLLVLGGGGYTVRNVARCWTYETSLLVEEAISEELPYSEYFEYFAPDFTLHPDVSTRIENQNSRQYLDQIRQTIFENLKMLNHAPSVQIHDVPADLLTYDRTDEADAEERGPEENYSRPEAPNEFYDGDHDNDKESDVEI
# GSK3beta inhib: human GSK3beta kinase inhibitors, primary screen, biochemical, cell-free homogeneous, HTS | Glycogen synthase kinase-3 beta (Homo sapiens), P49841 | GST-GSK3beta kinase, ADP-Glo luminescence, 60 min; hits give low values | activity score (negative = inhibition), % at 10 µM | hit rate 0.038% among 300,000;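 active = more than half of replicate wells score below -50%, meaning over 50% inhibition versus plate controls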;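 note: 0% = median DMSO wells and -100% = median GW8510 positive control wells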
#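 Test system – GST-tagged human GSK3beta kinase, cell-free · Incubation – 60 min enzyme reaction, room temperature · Signal – ADP-Glo luminescence · Also added – peptide substrate and ATP at 25 µM · Controls – DMSO neutral wells and GW8510 at 20 µM as positive · Buffer or medium – Tris/MgCl2 kinase buffer · Measure – Luminescence-derived activity versus plate DMSO and GW8510 wells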
# AI-2 QS modul: Vibrio harveyi AI-2 quorum sensing modulators, primary screen, JMH597 strain, luminescence/OD600 ratio | Vibrio harveyi JMH597 AI-2 luminescence/OD600 ratio, 9 h; hits give low values; strain lacks LuxN and CqsS sensors; 0 = neutral-control median | activity change, % at 7.5 µM | hit rate 0.4% among 300,000 | AID 2094, 2009; in the data active = activity change below about -75%, passing the limit was not always enough;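 note: luminescence divided by OD600 gain over 9 h not by final OD600 alone; inactives centre near 13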
# Platelet DG rel: inhibitors of platelet dense granule secretion, primary screen, cell-based, MLPCN, human platelets. human platelet-rich plasma, SFLLRN dense granule ATP release, luminescence. inhibition, %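 (compounds screened at 7.5 µM in platelet-rich plasma)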. hit rate 0.22% among 300,000. AID 1663, 2009;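 active = mean replicate score, as percent of positive control, at or above 50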
# Dyrk1A ADPGlo: rat Dyrk1A kinase inhibitors, primary screen, biochemical, single point, plate reader | inhibition, % at 12.5 µM | Dual specificity tyrosine-phosphorylation-regulated kinase 1A (Rattus norvegicus), Q63470 | hit rate 0.43% among 310,000 | ADP-Glo luminescence, NFATc1 peptide; in the data active = inhibition above about 50%;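 note: plate controls were vehicle with enzyme for no effect and no enzyme for full effect; many of its hits are not listed in these tables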
# GSK3 alpha inh: blockers of GSK3A enzyme activity – biochemical, luminescence, cell-free homogeneous, HTS, primary screen; Glycogen synthase kinase-3 alpha (Homo sapiens), P49840; GSK-3 alpha kinase, ADP-Glo luminescence, 60 min; inhibition, % at 10 µM; hit rate 0.1% among 320,000;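 in the data active = inhibition above about 50%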;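 note: GST-tagged GSK-3 alpha with peptide substrate and 25 µM ATP; 0% = DMSO neutral wells and 100% = GW8510 positive control wells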
# Target sequence (P49840 whole entry, looked up): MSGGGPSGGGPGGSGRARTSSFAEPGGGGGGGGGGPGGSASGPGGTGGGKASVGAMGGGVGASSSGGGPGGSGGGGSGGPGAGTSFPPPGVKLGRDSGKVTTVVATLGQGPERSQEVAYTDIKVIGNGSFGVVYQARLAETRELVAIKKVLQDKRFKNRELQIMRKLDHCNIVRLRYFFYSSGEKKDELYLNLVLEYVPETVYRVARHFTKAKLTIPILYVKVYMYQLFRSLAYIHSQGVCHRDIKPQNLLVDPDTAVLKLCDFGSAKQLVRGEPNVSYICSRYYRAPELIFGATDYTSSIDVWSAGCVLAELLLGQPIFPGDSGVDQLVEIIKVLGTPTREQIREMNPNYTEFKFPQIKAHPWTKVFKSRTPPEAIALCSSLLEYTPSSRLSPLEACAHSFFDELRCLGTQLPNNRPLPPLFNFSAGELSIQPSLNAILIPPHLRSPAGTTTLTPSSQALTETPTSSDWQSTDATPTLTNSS
# PolyA inhibitor: polyadenylation inhibitors in yeast reporter cells, primary screen, luminescence, S. cerevisiae; AID 1875, 2009; hit rate 0.02% among 300,000; calls only at 12 µM; S. cerevisiae SKY197-pL101 polyadenylation reporter, beta-gal luminescence; efflux-impaired pdr1/pdr3 knockout yeast; score 100 = 6 SD above DMSO;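 active = lowest replicate activity score at least 50, where 100 means six control SD above control mean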;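 note: yeast exposed to compound for 9 h at 30 °C; higher score means more reporter readthrough which indicates perturbed polyadenylation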
# Active calls of the source: *; i = inactive; / = no result given. A portion of the library. The share of hits here may be higher or lower than overall.
SMILES,HSF-1 act,HSF1 inhib,HSP90 inh,HDAC3 inh,GSK3beta inhib,AI-2 QS modul,Platelet DG rel,Dyrk1A ADPGlo,GSK3 alpha inh,PolyA inhibitor
Cc1cccc(NC(=O)CNC(=O)COc2cc(F)ccc2[N+](=O)[O-])c1C,-1.5,0.5,-2.1,-4.7,2.5,22.9,2.9,-2.4,1.1,i
O=C(/C=C/c1ccccc1)Oc1ccc(C(=S)N2CCOCC2)cc1,36.5,2.1,5.5,3.9,-0.9,33.7,-4.4,1.5,0.0,i
COc1ccc2c(C=O)cn(C)c2c1,-1.6,-11.7,0.2,13.6,0.4,21.6,3.3,-7.2,-1.0,i
Cn1c2ccccc2c2cc(/C=N/NC(=O)c3ccccc3F)ccc21,45.9,16.8,2.3,-0.8,1.7,25.0,-21.0,-3.1,4.6,i
O=C(Nn1cnc2ccccc2c1=O)C1CCCCC1,-4.2,-0.3,-2.5,-0.2,2.1,18.7,3.8,26.7,-4.9,i
CCNC(=O)c1ccc(C2SCC(=O)N2CCc2ccccc2)cc1 (centres undefined),-6.8,2.3,1.9,1.2,0.9,9.4,-1.9,-4.1,-0.2,i
NS(=O)(=O)c1ccc(NC(=O)CCC(=O)c2cccs2)cc1,48.9,14.2,3.6,2.6,-2.3,-4.1,-6.4,-3.1,6.2,i
COc1ccc(-c2noc(CN(C)S(=O)(=O)c3ccc(Cl)cc3)n2)cc1OC,4.0,-0.1,-2.3,-0.6,1.9,2.0,4.7,2.5,-2.5,i
COc1cc(/C=N/NC(=O)c2cccnc2)ccc1OS(=O)(=O)c1cc(C)ccc1C,8.4,-2.4,1.6,-2.2,-1.2,23.9,-0.7,3.3,-2.4,i
Cc1cccc(CS(=O)(=O)Cc2ccc(C(=O)NCCCN3CCCC3)o2)c1,-16.0,-5.1,4.4,-6.9,0.0,22.1,2.0,0.5,-3.6,i
Cc1ccc(-n2nnnc2-c2cnc(N3CCCC3)nc2C(F)(F)F)cc1,-6.7,3.0,-3.0,-2.6,-3.1,26.4,1.2,-3.4,-1.2,i
CC1(OC(=O)c2cccs2)C(=O)C=C2C=C3CCCN3C=C2C1=O (centres undefined),-13.6,-5.0,/,3.4,-1.4,34.7,1.8,6.4,0.9,i
O=S(=O)(NCc1cc(-c2ccccc2Cl)no1)c1ccc(Cl)cc1,1.1,6.0,1.2,4.9,-1.4,-3.7,4.3,2.5,12.7,i
CCNc1nc(N)nc(Oc2ccc(OCCOc3ccc(Cl)cc3Cl)nn2)n1,27.2,8.1,1.3,6.4,0.8,13.6,-0.4,1.7,-0.1,i
C/C(=N\O)c1oc2ccc3c(C)cc(=O)oc3c2c1C,-16.1,-7.0,3.6,-1.4,-2.4,10.6,4.8,/,15.0,i
COc1ccc(OC)c(S(=O)(=O)N2CCC3(CC2)OCCN3S(=O)(=O)c2cccs2)c1,-1.5,-3.0,/,-0.1,-4.8,28.8,/,3.7,-0.7,i
Cc1ccccc1N1CCN(C2CCCN(C(=O)CN3CCCC3=O)C2)CC1 (centres undefined),-12.2,-7.1,-2.7,2.4,1.4,19.6,-4.3,-11.8,-1.5,i
O=C(O)c1ccc(Cn2cnc3scc(-c4ccccc4)c3c2=O)cc1,-47.8,-41.4,4.6,/,-0.4,14.3,7.7,0.7,0.3,i
Cc1cccc(NC(=S)N(CCN2CCOCC2)Cc2cc3cc4c(cc3[nH]c2=O)OCCO4)c1,-9.8,-5.1,0.1,-1.9,2.6,18.4,2.3,-1.8,-1.2,i
CCC(=O)NC(c1ccc([N+](=O)[O-])cc1)c1c(O)ccc2ccccc12 (centres undefined),15.8,14.1,1.7,2.1,4.1,13.6,-4.1,9.1,1.4,i
CCn1c(SCC(=O)Nc2ccc(OC)cc2)nc2c1c(=O)n(C)c(=O)n2C,-14.6,-7.2,-2.4,-3.8,0.1,3.2,-9.0,-0.3,0.3,i
CCC(C)[C@H](NC(=O)N1CCn2c1nc1ccccc12)C(=O)NCCc1ccccc1 (some centres undefined),11.7,4.9,0.1,3.6,-1.7,7.4,3.7,/,-1.7,i
O=[N+]([O-])c1ccc(/C=[N+](\[O-])[C@@H]2CCCC[C@@H]2/[N+]([O-])=C/c2ccc([N+](=O)[O-])o2)o1,70.7*,50.0,6.6,1.1,0.2,84.3,-5.7,3.0,1.7,i
CC(C)c1nnc(NC(=O)Cc2ccccc2[N+](=O)[O-])s1,-15.5,-0.4,-0.7,-1.2,-0.3,-36.5,23.6,-4.3,-1.2,i
CCOC(=O)CN(C(=O)Cn1nnc2ccccc21)C(C(=O)NCCOC)c1ccccc1C (centres undefined),-3.2,5.0,3.2,2.7,-0.8,10.7,-0.3,1.0,3.0,i
O=C(NC1CCCCC1)c1ccc(Br)o1,9.6,-3.8,2.2,-0.3,3.6,37.8,/,-2.3,1.2,i
COc1ccc(C)cc1Nc1nc(C)nc2sc(C)cc12,-4.9,3.2,-2.8,1.0,3.3,21.0,-0.3,-1.9,-1.0,i
Cc1oc2cc(O)cc(C)c2c(=O)c1-c1cnn(-c2ccccc2)c1,-2.0,5.2,-1.8,1.8,0.0,28.1,0.4,-3.2,0.8,i
O=C(CSc1nnc(C2CC2)n1CC1CCCO1)Nc1ccc(Cl)cc1 (centres undefined),17.2,3.3,-3.8,0.4,/,/,8.6,-2.7,-1.7,i
COc1ccc(NS(=O)(=O)c2ccc(C(=O)N3CCN(Cc4ccccc4)CC3)cc2)cc1,0.4,-1.8,0.8,1.7,2.5,17.3,3.4,2.3,1.1,i

# Full records, quoted from the list.
# CCn1c(SCC(=O)Nc2ccc(OC)cc2)nc2c1c(=O)n(C)c(=O)n2C across the screens: HSF-1 act = -14.6; HSF1 inhib = -7.2; HSP90 inh = -2.4; HDAC3 inh = -3.8; GSK3beta inhib = 0.1; AI-2 QS modul = 3.2; Platelet DG rel = -9.0; Dyrk1A ADPGlo = -0.3; GSK3 alpha inh = 0.3; PolyA inhibitor = i
# CCC(C)[C@H](NC(=O)N1CCn2c1nc1ccccc12)C(=O)NCCc1ccccc1 (some centres undefined) across the screens: HSF-1 act = 11.7; HSF1 inhib = 4.9; HSP90 inh = 0.1; HDAC3 inh = 3.6; GSK3beta inhib = -1.7; AI-2 QS modul = 7.4; Platelet DG rel = 3.7; Dyrk1A ADPGlo = /; GSK3 alpha inh = -1.7; PolyA inhibitor = i

# The listing continues:
SMILES,HSF-1 act,HSF1 inhib,HSP90 inh,HDAC3 inh,GSK3beta inhib,AI-2 QS modul,Platelet DG rel,Dyrk1A ADPGlo,GSK3 alpha inh,PolyA inhibitor
CCCn1c(SCC(=O)N2c3ccccc3Sc3ccccc32)nc2ccccc21,20.6,17.7,4.7,11.2,0.0,25.5,-1.4,4.6,/,i
O=C(CSc1nnc(-c2ccccc2Cl)o1)Oc1ccc(Br)cc1,-9.5,-13.0,11.4,0.4,0.6,3.4,-17.3,0.3,0.2,i
COc1ccc(S(=O)(=O)N2CCN(c3c(C)cccc3C)CC2)cc1OC,17.3,-1.3,1.4,-1.5,1.1,7.8,1.0,-1.3,-2.4,i
COC(=O)c1cccc(NC(=O)CN2C(=O)c3ccccc3C2=O)c1,2.3,2.4,-0.5,3.6,-1.6,-97.0*,11.1,/,-0.7,i
O=C(NCCCN1CCOCC1)c1sc2cc([N+](=O)[O-])ccc2c1Cl,1.5,4.6,0.5,11.2,1.0,4.0,8.5,23.1,11.3,i
CCOC(=O)CNC(c1ccccc1)c1cc(Br)ccc1NC(=O)OCC (centres undefined),28.9,7.8,2.2,3.7,-2.3,7.4,-6.7,-3.3,-1.1,i
CC1(C)Cc2c(C#N)c(SCc3nc4ccccc4[nH]3)nc(N3CCOCC3)c2CO1,-22.9,-7.0,-1.2,2.7,1.1,21.6,3.5,7.5,0.7,i
COc1ccc(/C=C/C(=O)NC(=S)NCc2ccccc2)cc1OC,67.5*,31.4,7.7,2.3,-0.6,12.8,-51.2,0.3,-0.3,i
Cc1ccc(C)c(S(=O)(=O)Nc2ccc(O)cc2)c1,-6.2,-1.6,-2.3,-1.9,-0.7,15.1,-5.5,4.5,0.3,i
O=C(NCc1ccc(Cl)cc1)C(=O)NCC1OCCN1S(=O)(=O)c1ccc2c(c1)OCCO2 (centres undefined),-8.0,5.8,7.8,5.3,4.2,32.0,1.8,-2.0,0.4,i
CC(C)Oc1ccc(CNCCC2(C(C)C)CCOC(C)(C)C2)cc1 (centres undefined),-7.5,-2.3,0.7,-8.9,0.2,12.9,1.7,-3.4,-1.1,i
Cc1cccc(N/C=C/C(=O)c2cccs2)c1C,8.1,10.4,4.1,14.0,-1.7,0.2,21.1,6.0,2.0,i
CCOc1ccc(NC(=O)CN(C)C(=O)c2ccncc2)cc1OCC,4.1,-6.5,-8.7,-6.9,-1.4,-3.9,-5.4,-6.6,/,i
O=C(Cc1ncc(C(F)(F)F)cc1Cl)NNc1cccc(F)n1,-2.6,1.5,0.7,3.3,0.2,19.0,-5.0,2.2,-0.2,i
N#C/C(=C(/O)CSc1nnc(Cc2cccs2)n1C1CCCCC1)c1nc2ccccc2[nH]1,-2.2,7.6,6.3,4.5,1.2,32.9,-1.0,27.0,16.0,i
Cc1nc(C)c(Cc2ccccc2Cl)c(=O)[nH]1,3.4,2.2,2.5,/,-1.2,21.3,-4.6,4.3,-1.5,i
O=C(CSc1nccn1-c1ccccc1)c1ccc(Cl)cc1,35.5,18.3,-4.8,17.2,1.9,-12.1,-7.5,1.7,-1.7,i
Cn1c(SCc2nc3ccccc3n2CCO)nc2ccccc21,18.6,1.3,4.5,3.7,-8.2,23.0,0.4,-4.1,-1.0,i
CC(=O)c1cc(CN2C(=O)CCC2=O)cs1,-5.0,-3.1,-0.1,-9.0,0.5,2.7,-1.9,-8.7,-1.1,i
CCOc1ccc(NC(=O)Nc2cccc(C)n2)cc1,22.9,2.9,-4.2,-0.7,1.8,-5.8,1.6,1.4,-2.7,i
COc1ccc(-c2cc(C(=O)Oc3ccc([N+](=O)[O-])cc3)c3ccccc3n2)cc1,3.0,-0.2,-0.9,-16.8,0.7,9.0,2.0,0.6,-3.4,i
Cc1ccc(S(=O)(=O)N(C)c2ccc(C(=O)Nc3ccc(C)cn3)cc2)cc1,11.8,7.2,/,/,-2.0,19.1,4.6,1.2,-2.1,i
CCC(C(=O)NCC1CCCO1)N(C(=O)CNS(=O)(=O)c1ccccc1)c1ccc(F)cc1 (centres undefined),-9.2,3.9,-1.7,3.7,3.0,18.9,-8.9,0.2,-1.0,i
CCOC(=O)c1cnc(SC2CC(=O)N(c3ccc(OC)c(OC)c3)C2=O)nc1N (centres undefined),0.9,-2.9,0.3,9.8,2.0,2.7,4.1,1.7,-0.6,i

# Bioassay records from PubChem BioAssay.
